NLRP3 yeast inh: inhibitors of NALP3 inflammasome in yeast; Yeast reconstituted NLRP3/ASC/caspase-1, beta-gal luminescence, 24 h; inhibition, % at 10 µM; hit rate 0.39% among 330,000; AID 2825;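 active means inhibition of 50% or more; inactive means inhibition below 50%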;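 further: plate controls were induced DMSO wells for no effect and uninduced yeast grown without galactose for full effect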
tim10-1 inh: growth inhibitors of tim10-1 mutant yeast. S. cerevisiae tim10-1 ts strain growth, BacTiter-Glo, 24 h. inhibition, % at 20 µM. hit rate 2.2% among 330,000;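 active means inhibition of at least 40%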;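 further: mutant grown at 25 °C; 0% = DMSO wells with yeast and 100% = wells holding no yeast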
hIAP inh: human IAP inhibition; inhibition, % at 10 µM; hit rate 0.12% among 330,000; purified IAP, CDP-Star luminescence, 30 min;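 active means inhibition reaching a set limit with compound at 10 µM in the primary screen, cut at about 35% in these data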;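 further: plate controls were DMSO wells with enzyme for no effect and no-enzyme buffer wells for full effect; values of inactives mirror those of a sister screen read the other way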
ATG4B inhibitor: ATG4B (human) cysteine protease inhibition | AID 504462 | ATG4B cleavage of LC3-PLA2, NBD-HPC fluorescence, 1 h | hit rate 0.51% among 340,000 | inhibition, % at 8.33 µM; in the data active means inhibition above about 40%
TIM10 inh: growth inhibitors of TIM10 yeast strain. S. cerevisiae TIM10 strain growth, BacTiter-Glo luminescence, 24 h. inhibition, % at 10 µM. hit rate 1.4% among 330,000. AID 463195;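 active means inhibition of 40% or more at the single tested concentration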;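 further: wild-type TIM10 isogenic control strain grown at permissive 25 °C; 0% = DMSO yeast wells and 100% = minimal medium wells without yeast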
hIAP act: increases human intestinal alkaline phosphatase activity; P09923; purified human IAP, CDP-Star luminescence, 30 min; active compounds read high; 1 = vehicle-only enzyme, 0 = enzyme-free background; activation factor at 10 µM; hit rate 0.16% among 330,000; AID 2524;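 active means activation factor of the enzyme at least 2-fold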; further: the source names both 10 and 20 µM as test concentration; values of inactives mirror those of a sister screen read the other way
Apaf-1 inh: human Apaf-1 inhibition; hit rate 0.71% among 330,000; AID 489030; reconstituted apoptosome caspase-3 activity, DEVD-Rh110 fluorescence; inhibition, % at 20 µM; O14727; active means inhibition of at least 40% at 20 µM;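 further: plate controls were DMSO wells for no effect and DEVD-CHO caspase inhibitor wells for full effect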
Target sequence (O14727 whole entry, looked up): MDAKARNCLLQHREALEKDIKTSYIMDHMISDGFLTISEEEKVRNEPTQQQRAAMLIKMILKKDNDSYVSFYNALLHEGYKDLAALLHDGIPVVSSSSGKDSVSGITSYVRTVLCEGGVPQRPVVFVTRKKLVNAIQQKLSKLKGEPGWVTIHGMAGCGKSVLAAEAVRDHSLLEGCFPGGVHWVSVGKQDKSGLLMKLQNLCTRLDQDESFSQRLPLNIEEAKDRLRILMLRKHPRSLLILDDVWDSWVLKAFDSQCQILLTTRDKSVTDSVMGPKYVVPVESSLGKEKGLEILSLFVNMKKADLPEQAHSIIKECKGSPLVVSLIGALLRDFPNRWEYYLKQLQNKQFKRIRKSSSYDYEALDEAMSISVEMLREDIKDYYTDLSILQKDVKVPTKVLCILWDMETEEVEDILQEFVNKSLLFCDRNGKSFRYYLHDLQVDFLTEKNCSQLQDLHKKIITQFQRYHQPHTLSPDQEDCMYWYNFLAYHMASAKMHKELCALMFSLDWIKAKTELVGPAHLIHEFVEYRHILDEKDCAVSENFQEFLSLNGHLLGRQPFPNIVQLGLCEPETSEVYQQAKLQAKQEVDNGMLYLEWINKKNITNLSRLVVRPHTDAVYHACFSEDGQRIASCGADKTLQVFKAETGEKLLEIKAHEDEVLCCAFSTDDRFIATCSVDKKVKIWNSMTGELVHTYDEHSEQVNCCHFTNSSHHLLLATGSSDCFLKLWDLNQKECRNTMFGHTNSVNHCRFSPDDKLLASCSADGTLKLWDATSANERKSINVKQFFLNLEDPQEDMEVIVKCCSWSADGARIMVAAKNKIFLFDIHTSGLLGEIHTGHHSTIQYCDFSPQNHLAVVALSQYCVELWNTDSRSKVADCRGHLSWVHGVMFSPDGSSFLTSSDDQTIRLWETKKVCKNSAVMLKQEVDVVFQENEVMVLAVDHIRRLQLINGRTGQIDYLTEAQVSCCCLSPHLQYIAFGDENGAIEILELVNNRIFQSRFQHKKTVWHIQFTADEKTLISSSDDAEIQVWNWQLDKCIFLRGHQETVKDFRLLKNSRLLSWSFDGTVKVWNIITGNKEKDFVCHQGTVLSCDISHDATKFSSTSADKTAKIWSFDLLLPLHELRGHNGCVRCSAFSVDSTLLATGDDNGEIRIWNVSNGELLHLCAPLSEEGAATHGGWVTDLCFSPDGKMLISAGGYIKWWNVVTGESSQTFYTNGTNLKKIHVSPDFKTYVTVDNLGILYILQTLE
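Assay system – apoptosome proteins · Medium – Hepes buffer, pH 7.5 · Also added – cytochrome c with DEVD-Rh110 · Timing – 30 min compound preincubation, 50 min activation, room temperature · Detection – Rh110 fluorescence, excitation 480 nm, emission 540 nm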
mIAP inh: blocks mouse intestinal alkaline phosphatase; hit rate 0.2% among 330,000; inhibition, % at 10 µM; AID 2806; purified mouse IAP, CDP-Star luminescence, 30 min;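 active means inhibition of at least 40% at 10 µM in the primary screen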;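 further: plate controls were DMSO with enzyme for no effect and no enzyme wells for full effect; values of inactives mirror those of a sister screen read the other way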
mIAP act: increases mouse intestinal alkaline phosphatase activity; muIAP, CDP-Star luminescence, 30 min; active compounds read high; 1 = vehicle-only enzyme signal, 0 = enzyme-free wells; activation factor at 10 µM; hit rate 0.24% among 330,000; AID 2805;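 active means activation factor of at least 2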; further: the source names both 10 and 20 µM as test concentration; values of inactives mirror those of a sister screen read the other way
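Assay system: mouse IAP enzyme; reagent: chemiluminescent substrate CDP-Star; dosing: test compounds delivered from DMSO solution; schedule: 30 min at room temperature; measured by: luminescence from enzymatic CDP-Star hydrolysis; controls: DMSO-only wells and no-enzyme negative control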
Starred values were filed as active, the others as inactive; . = not tested or not shown.

no.	smiles	NLRP3 yeast inh	tim10-1 inh	hIAP inh	ATG4B inhibitor	TIM10 inh	hIAP act	Apaf-1 inh	mIAP inh	mIAP act
1	NC(N)=N/N=C/c1ccc(Br)cc1	22	6	-11	8	-8	1.1	-1	4	0.96
2	Cc1cccc(OCC(O)CN2CCN(CCN3C(=O)c4cccc5cccc(c45)C3=O)CC2)c1C (stereo not given)	36	27	2	-17	13	0.98	26	7	0.93
3	COC(=O)c1ccc(N)c(N=CC2=C(O)CC(C)(C)CC2=O)c1	8	34	8	-5	9	0.92	21	10	0.9
4	O=C(c1ccc(Cl)c(S(=O)(=O)N2CCCCCC2)c1)N1CCN(c2ccc(O)cc2)CC1	14	29	18	0	16	0.81	-1	3	0.97
5	CC(C)n1c(C(=O)OCC(=O)NCc2ccc3c(c2)OCO3)cc2sccc21	19	33	-10	-3	16	1.1	9	-20	1.2
6	CCOC(=O)c1cccc(NC(=O)/C=C/c2ccc3c(c2)OCO3)c1	12	-24	-2	-17	14	1	7	-5	1.1
7	CCOC(=O)c1c(NC(=O)CN2C(=O)NC(C)(c3ccccc3)C2=O)sc(C)c1C (stereo not given)	19	-6	15	-1	11	0.85	13	5	0.95
8	O=S(=O)(NC1CC1)c1ccc(S(=O)(=O)N2CCc3ccccc32)cc1	9	8	10	-2	-14	0.9	5	-9	1.1
9	O=C(N[C@@H](Cc1ccccc1)C(=O)NC1CC1)c1ccc(Cl)cc1	16	-6	-15	-6	-12	1.1	6	-4	1
10	CC(C)(C)C(=O)O/N=C(\N)c1c(Cl)cccc1Cl	5	5	1	-11	2	0.99	6	9	0.91
11	CCN1/C(=C/C(C)=C/c2sc3ccccc3[n+]2CC)Sc2ccccc21	-6	80*	29	52*	79*	0.71	53*	16	0.84
12	COC(=O)c1cccc(Nc2c3c(nc4ccccc24)CCC3)c1	21	15	9	1	3	0.91	10	4	0.96
13	O=C(NC(=O)c1ccccc1Cl)Nc1ccc(-c2cnco2)cc1	21	16	4	-7	12	0.96	1	2	0.98
14	N#Cc1ccccc1NC(=O)c1ccccc1OCC(=O)NCc1ccco1	-15	17	12	4	0	0.88	-15	3	0.97
15	CC(=O)OC(C(=O)n1nc(C)cc1C)c1ccccc1 (stereo not given)	4	-3	4	-10	3	0.96	-10	3	0.97
16	CCc1cc(C(=O)Cc2nc3ccccc3[nH]2)c(O)cc1O	13	2	-12	-1	4	1.1	-2	-2	1
17	CCCCN1Cc2ccccc2Oc2cc(Br)ccc2S1(=O)=O	.	22	.	4	-8	.	17	5	0.95
18	CC(C)c1ccc(/C=C/C(=O)NCCCN2CCOCC2)cc1	0	3	-3	-2	2	1	5	13	0.87
19	COc1ccc(NC2CC(=O)N(c3cccc([N+](=O)[O-])c3)C2=O)cc1 (stereo not given)	1	15	0	-11	13	1	-19	12	0.88
20	Cc1c(C(=O)O)sc2nc(SCC(=O)Nc3ccc(S(=O)(=O)NC(C)(C)C)cc3)[nH]c(=O)c12	14	-3	0	0	-10	1	5	1	0.99
21	O=C(c1ccccc1Cl)c1c(O)c2ccccc2oc1=O	19	-12	-2	-7	-29	1	1	6	0.94
22	O=C(NCc1ccccc1Cl)c1ccc(Cn2cc(C(F)(F)F)ccc2=O)cc1	7	25	4	9	16	0.96	5	-7	1.1
23	CCOc1ccc(CN(C)CC(O)COC(c2ccc(OC)cc2)c2ccc(OC)cc2)cc1 (stereo not given)	5	3	-3	-7	25	1	24	1	0.99
24	CCOc1ccccc1NC(=O)/C(C#N)=C/c1cccnc1	1	23	-9	-7	28	1.1	1	-1	1
25	CCOc1cc(C(=O)NC(=S)Nc2nc(C)cc(C)n2)cc(OCC)c1OCC	19	24	-25	-13	-5	1.2	13	2	0.98
26	Cc1cc(C)nc(SCc2nnc(SCC(=O)Nc3nccs3)n2Cc2ccco2)n1	-9	15	-15	-9	8	1.2	3	3	0.97
27	CC(OC(=O)Cn1c(C(F)(F)F)nc2ccccc21)C(=O)N1CCCc2ccccc21 (stereo not given)	15	21	-4	-1	3	1	15	-2	1
28	COc1ccc(Nc2ccc3c(c2)=NC2(CCCCC2)[N+]=3[O-])cc1	23	37	-3	-1	47*	1	80*	9	0.91
29	CCC1(CC)NC(=O)N(CC(=O)OCC(=O)NC(=O)c2ccc(Cl)cc2)C1=O	5	4	-2	9	-1	1	-11	2	0.98
30	Cc1cccn2c(=O)c(/C=C(\C#N)C(=O)NCc3ccco3)c(N3CCCCC3)nc12	0	-7	3	63*	-11	0.97	-3	-12	1.1

Reprinted from the part before: 2 entries, followed by the next part.
no.	smiles	NLRP3 yeast inh	tim10-1 inh	hIAP inh	ATG4B inhibitor	TIM10 inh	hIAP act	Apaf-1 inh	mIAP inh	mIAP act
29	CCC1(CC)NC(=O)N(CC(=O)OCC(=O)NC(=O)c2ccc(Cl)cc2)C1=O	5	4	-2	9	-1	1	-11	2	0.98
30	Cc1cccn2c(=O)c(/C=C(\C#N)C(=O)NCc3ccco3)c(N3CCCCC3)nc12	0	-7	3	63*	-11	0.97	-3	-12	1.1
31	CCN1CCN(C(=O)C2CC(=O)N(c3ccc(Cl)cc3)C2)CC1 (stereo not given)	14	2	9	-11	3	0.91	2	8	0.92
32	Fc1ccc(-c2nnc(CSc3nnc(-c4cccs4)o3)o2)cc1	22	1	3	-1	-4	0.97	1	12	0.88
33	Cc1ccc(S(=O)(=O)N2CCOCC2)cc1C(=O)NCCCn1ccnc1	16	33	12	3	8	0.88	0	-4	1
34	COc1ccc(CNC(=O)CN2c3ccccc3S(=O)(=O)c3ccccc32)cc1	3	4	-10	0	4	1.1	4	3	0.97
35	Cc1cc(C)c(S(=O)(=O)N2CCC(C(N)=O)CC2)cc1C	9	8	20	-3	9	0.8	-13	-7	1.1
36	CCOC(=O)N1CCC(N2CCN(S(=O)(=O)c3ccc([N+](=O)[O-])cc3)CC2)CC1	10	3	-9	-7	12	1.1	-18	2	0.98
37	COc1cccc(-c2nnn(C/C(N)=N/O)n2)c1	2	15	-10	-3	-1	1.1	13	0	1
38	COc1ccc(Nc2cc(Nc3cccc(OC)c3)ncn2)cc1	-12	3	-21	10	-34	1.2	4	-12	1.1
39	CCOc1ccccc1N1CCN(C(=O)CNC(=O)c2ccccc2F)CC1	10	-9	8	-15	1	0.92	-1	-2	1
40	CSc1nc(Cl)c(Cc2ccc(OC(C)C)cc2)c(N(C)C)n1	0	23	5	10	-8	0.95	13	4	0.96
41	O=C(NCc1ccco1)c1cccc(S(=O)(=O)N2CCOCC2)c1	11	8	14	2	5	0.86	-20	2	0.97
42	Cc1cccc(OCc2nnc(SCC(=O)NC3CCCCC3)n2C)c1	-9	13	-25	1	-8	1.3	6	-4	1
43	COC(C[C@@H]1O[C@@H]1[C@@H](O)COCc1ccccc1)OC	9	-13	-17	8	-2	1.2	2	0	1
44	CCC1CCCCN1CCCNC(=O)CS(=O)(=O)Cc1nc(-c2cccc(OC)c2)oc1C (stereo not given)	1	-1	-36	-2	15	1.4	15	4	0.96
45	Cc1cc(NC(=O)CN2C(=O)NC(c3ccccc3)(c3ccc(C)c(C)c3)C2=O)no1 (stereo not given)	19	11	-17	-2	5	1.2	27	-25	1.2
46	Cc1cccc(NC(=O)CSc2nnc(CNC(=O)c3cccs3)o2)c1C	-3	5	-4	-11	1	1	-9	-6	1.1
47	Cc1ccc(/C=C2\SC(=S)N(CCC(=O)NNC(=O)c3cccnc3)C2=O)cc1	11	5	-66	7	-5	1.7	8	4	0.96
48	CC12CCCCC1c1ccccc1C(=NCC(=O)O)N2 (stereo not given)	-5	6	8	-5	-6	0.92	-3	-1	1
49	Cc1cc(NC(=O)CSc2ncnc3sc(C)c(C)c23)no1	6	11	-14	-3	-41	1.1	-12	-13	1.1
50	O=C(CSc1ccsc1[N+](=O)[O-])N1CCCCC1	29	16	-7	9	4	1.1	-5	5	0.95
51	COc1cc(C)c(C(C)C)cc1S(=O)(=O)NCCCn1ccnc1	-4	11	-3	-11	5	1	9	1	0.99
52	Cn1nc(C(=O)NC2=NCCS2)ccc1=O	11	-9	9	-5	-2	0.91	-3	3	0.97
53	COc1cccc(C(=O)Nc2c[nH]c(=O)[nH]c2=O)c1	2	3	15	-1	-8	0.85	-3	-5	1
54	CCCCc1nc2ccccc2c(N)c1CCC (tested in a mixture with another compound)	7	4	10	5	0	0.9	-4	6	0.94
55	O=c1[nH]nnc2c1sc1nc(N3CCOCC3)c3c(c12)CCCC3	4	13	0	-9	3	1	-17	2	0.98
56	Cc1cccc(NC(=O)CNC(=O)Cc2ccc3c(c2)OCCO3)c1C	17	2	-13	-7	8	1.1	9	-2	1
57	CN1C(=O)CC(N2CCN(C(c3ccccc3)c3ccccc3)CC2)C1=O (stereo not given)	-21	16	4	-9	12	0.96	-8	5	0.95
58	Cc1ccc(NS(=O)(=O)c2ccc3c(c2)N(C)CCO3)cc1	3	13	-10	1	12	1.1	13	-8	1.1
59	COc1ccc(C(=O)Nc2ccc(S(=O)(=O)Nc3nccnc3OC)cc2)cc1OC	14	17	-6	-5	-2	1.1	-2	12	0.88
60	Cc1cc(C)c(S(=O)(=O)c2ccccc2C)c(Cl)n1	4	14	5	-4	-14	0.95	-2	-8	1.1

Record cards (already shown). Order of screens: NLRP3 yeast inh | tim10-1 inh | hIAP inh | ATG4B inhibitor | TIM10 inh | hIAP act | Apaf-1 inh | mIAP inh | mIAP act
Shown for Fc1ccc(-c2nnc(CSc3nnc(-c4cccs4)o3)o2)cc1 → 22 | 1 | 3 | -1 | -4 | 0.97 | 1 | 12 | 0.88
Shown for Cc1cc(C)c(S(=O)(=O)N2CCC(C(N)=O)CC2)cc1C → 9 | 8 | 20 | -3 | 9 | 0.8 | -13 | -7 | 1.1
